Assay outcomes: PubChem, The Scripps Research Institute Molecular Screening Center
LYPLA1 inh: blocks human lysophospholipase 1, a PME1 counter-screen; O75608; recombinant LYPLA1, FP-Rh probe fluorescence polarization; inhibition, % at 5.9 µM; hit rate 0.16% among 320,000; AID 2174;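 active = inhibition above the mean of all tested compounds plus 3 SD, set per campaign, cut at about 14% in these data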;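 also: inhibitors block serine hydrolase probe labeling of LYPLA1 so polarization falls; 0% = enzyme with DMSO and 100% = wells lacking LYPLA1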
Target sequence (O75608 whole entry, looked up): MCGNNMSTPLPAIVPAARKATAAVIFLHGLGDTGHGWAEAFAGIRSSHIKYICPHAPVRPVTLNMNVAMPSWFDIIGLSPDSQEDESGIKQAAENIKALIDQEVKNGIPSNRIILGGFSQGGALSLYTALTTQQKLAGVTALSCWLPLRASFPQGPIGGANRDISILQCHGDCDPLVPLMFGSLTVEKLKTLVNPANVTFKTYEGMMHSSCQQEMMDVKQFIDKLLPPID
LYPLA2 counter: counter-screen for PME1 inhibitors: inhibitors of human LYPLA2. inhibition, % at 5.9 µM. hit rate 0.38% among 320,000. O95372. AID 2177. recombinant LYPLA2, FP-Rh probe fluorescence polarization;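 active = inhibition above the screen-wide mean plus 3 SD, limit set per campaign, cut at about 26% in these data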;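 also: 0% = LYPLA2 with DMSO and 100% = wells lacking LYPLA2 enzyme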
Target sequence (O95372 whole entry, looked up): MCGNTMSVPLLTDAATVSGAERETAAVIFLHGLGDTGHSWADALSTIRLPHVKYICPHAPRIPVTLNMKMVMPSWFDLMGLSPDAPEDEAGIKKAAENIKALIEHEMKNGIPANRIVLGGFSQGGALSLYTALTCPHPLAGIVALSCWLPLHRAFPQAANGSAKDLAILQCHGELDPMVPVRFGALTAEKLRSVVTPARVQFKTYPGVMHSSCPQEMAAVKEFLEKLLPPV
PME-1 primary: blocks human protein phosphatase methylesterase 1 | inhibition, % at 5.9 µM | hit rate 0.53% among 320,000 | Q9Y570 | AID 2130 | recombinant PME-1, FP-Rh probe fluorescence polarization;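 active = inhibition above the campaign mean of all compounds plus 3 SD, cut at about 26% in these data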;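 also: competitive labeling of PME-1 active site by serine hydrolase directed probe; 0% = PME-1 with DMSO and 100% = wells lacking PME-1 enzyme; inhibitors block probe labeling so polarization falls and inhibition rises; many of its hits are not listed in these tables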
PAFAH1B3 inh: PAFAH1B3 (human) inhibition; inhibition, % at 3.39 µM; Q15102; recombinant PAFAH1B3, FP-rhodamine probe, fluorescence polarization; hit rate 0.28% among 340,000;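 active = inhibition above the screen-wide average of all tested compounds plus 3 SD, cut at about 25% in these data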;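 also: 0% = enzyme with DMSO only and 100% = wells lacking PAFAH1B3 protein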
PAFAH1B2 inh: PAFAH1B2 (human) inhibition; P68402; recombinant PAFAH1B2, FP-rhodamine activity probe, fluorescence polarization; inhibition, % at 3.39 µM; hit rate 1.2% among 340,000; AID 492953;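 active = inhibition above the mean of all tested compounds plus 3 SD, cut at about 24% in these data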;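 also: 0% = enzyme with DMSO and 100% = wells lacking PAFAH1B2; many of its hits are not listed in these tables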
GSTO1 counter: GSTO1 inhibition, counter-screen for RBBP9 inhibitors | AID 1974 | inhibition, % at 5.96 µM | recombinant GSTO1, activity-based probe fluorescence polarization | hit rate 1.1% among 300,000 | P78417;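 active = inhibition above the campaign mean inhibition plus 3 SD, cut at about 35% in these data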;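 also: 0% = GSTO1-1 with DMSO and 100% = wells lacking GSTO1-1 enzyme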
PAD4 FP inh: blocks human protein arginine deiminase 4; recombinant PAD4, RCA probe fluorescence polarization; inhibition, % at 6.36 µM; hit rate 0.41% among 330,000; Q9UM07; AID 485272;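 active = percent inhibition above a cutoff equal to the mean of all tested compounds plus 3 SD, cut at about 15% in these data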;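 also: 0% = PAD4 with RCA probe and DMSO and 100% = probe without PAD4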
PREPL inhibitor: inhibits the human prolyl oligopeptidase-like enzyme | Q4J6C6 | recombinant PREPL, fluorescence polarization activity-based probe | inhibition, % at 5.96 µM | hit rate 0.68% among 320,000 | AID 2751; in the data active = inhibition above about 43%;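 also: 0% = enzyme with DMSO and 100% = wells lacking enzyme; many of its hits are not listed in these tables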
pPAFAH FP inh: pPAFAH (human) enzyme inhibition | inhibition, % at 3.39 µM | AID 463082 | recombinant pPAFAH, FP-rhodamine probe fluorescence polarization | hit rate 1.5% among 330,000;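 active = inhibition above the mean inhibition across the screen plus 3 SD, cut at about 25% in these data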;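 also: inhibitors block binding of the rhodamine activity-based probe so polarization drops; 0% = enzyme with DMSO and 100% = wells lacking pPAFAH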
Target sequence (Q13093 whole entry, looked up): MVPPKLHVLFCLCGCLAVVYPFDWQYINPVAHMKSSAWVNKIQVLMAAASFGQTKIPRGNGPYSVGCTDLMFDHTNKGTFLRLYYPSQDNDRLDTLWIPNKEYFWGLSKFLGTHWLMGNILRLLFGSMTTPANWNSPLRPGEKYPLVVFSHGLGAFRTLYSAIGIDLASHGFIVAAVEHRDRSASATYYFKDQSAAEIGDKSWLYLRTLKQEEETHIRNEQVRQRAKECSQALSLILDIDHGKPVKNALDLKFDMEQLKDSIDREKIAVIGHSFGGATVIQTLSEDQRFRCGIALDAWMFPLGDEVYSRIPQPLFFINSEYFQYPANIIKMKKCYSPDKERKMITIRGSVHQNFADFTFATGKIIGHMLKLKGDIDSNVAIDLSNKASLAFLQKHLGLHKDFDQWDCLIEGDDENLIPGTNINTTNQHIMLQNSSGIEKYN
* hit, by the source's call. An excerpt. The share of hits here may be higher or lower than overall.

`CCOc1ccc(S(=O)(=O)N2CCN(C(=O)c3ccc(-n4cncn4)c([N+](=O)[O-])c3)CC2)cc1` gave LYPLA1 inh 0, LYPLA2 counter 6, PME-1 primary -6, PAFAH1B3 inh 1, PAFAH1B2 inh -1, GSTO1 counter 2, PAD4 FP inh -1, PREPL inhibitor 3 and pPAFAH FP inh 5.
For O=C(Cn1ccc2ccccc2c1=O)NCC(=O)N1CCCCC1 the results were LYPLA1 inh -1, LYPLA2 counter 8, PME-1 primary 0, PAFAH1B3 inh 1, PAFAH1B2 inh 0, GSTO1 counter -1, PAD4 FP inh -2, PREPL inhibitor 0 and pPAFAH FP inh 5.
`COC(=O)/C=C(\C)NC(=O)c1cccs1` gave LYPLA1 inh 0, LYPLA2 counter 4, PME-1 primary 2, PAFAH1B3 inh 7, PAFAH1B2 inh -2, GSTO1 counter 3, PAD4 FP inh 2, PREPL inhibitor 12 and pPAFAH FP inh -2.
For Clc1ccc(CN2CCN(c3ncccn3)CC2)cc1Cl the results were LYPLA1 inh -1, LYPLA2 counter 0, PME-1 primary 4, PAFAH1B3 inh 10, PAFAH1B2 inh 5, GSTO1 counter -2, PAD4 FP inh 4, PREPL inhibitor 7 and pPAFAH FP inh 2.
Screening O=C(CSc1nnc(-c2ccc(Cl)cc2)n1CC1CCCO1)NC1CCS(=O)(=O)C1 (centres undefined) returned LYPLA1 inh -1, LYPLA2 counter -1, PME-1 primary -1, PAFAH1B3 inh -2, PAFAH1B2 inh 1, GSTO1 counter 2, PAD4 FP inh 2, PREPL inhibitor -6 and pPAFAH FP inh -1.
`COc1cccc(C2C(C(N)=O)=C(C)Nc3nc(CCCO)nn32)c1OC` (centres undefined) gave LYPLA1 inh 2, LYPLA2 counter -2, PME-1 primary 3, PAFAH1B3 inh 5, PAFAH1B2 inh 1, GSTO1 counter 1, PAD4 FP inh 4, PREPL inhibitor -3 and pPAFAH FP inh -5.
For Fc1ccc(-c2cc(-c3cccs3)cc(-c3ccccc3)n2)cc1 the results were LYPLA1 inh -2, LYPLA2 counter -3, PME-1 primary 0, PAFAH1B3 inh 1, PAFAH1B2 inh -2, GSTO1 counter 2, PAD4 FP inh -5, PREPL inhibitor 0 and pPAFAH FP inh -4.
For O=C(CCNC(=O)Cn1ccc2ccccc2c1=O)NCc1ccc(F)cc1Cl the results were LYPLA1 inh -3, LYPLA2 counter 2, PME-1 primary 4, PAFAH1B3 inh 3, PAFAH1B2 inh -2, GSTO1 counter -1, PAD4 FP inh 0, PREPL inhibitor -1 and pPAFAH FP inh 0.
`CCOc1cc(NS(C)(=O)=O)c(OCC)cc1NC(=O)c1cccs1` gave LYPLA1 inh 1, LYPLA2 counter 1, PME-1 primary 4, PAFAH1B3 inh -3, PAFAH1B2 inh 7, GSTO1 counter 1, PAD4 FP inh 0, PREPL inhibitor 4 and pPAFAH FP inh 10.
Screening COc1cc(C(=O)OCc2ccc(C)cc2)cc(NC(=O)c2cccs2)c1OC returned LYPLA1 inh -4, LYPLA2 counter -7, PME-1 primary -6, PAFAH1B3 inh 0, PAFAH1B2 inh 5, GSTO1 counter 3, PAD4 FP inh 1, PREPL inhibitor 0 and pPAFAH FP inh 2.
Cn1c(=O)c2c(nc(Cc3ccccc3)n2C)n(C)c1=O was read as LYPLA1 inh -1, LYPLA2 counter 3, PME-1 primary -9, PAFAH1B3 inh -2, PAFAH1B2 inh -1, GSTO1 counter -3, PAD4 FP inh -4, PREPL inhibitor 0 and pPAFAH FP inh -1.
For O=C(O)c1ccccc1-c1ccccc1C(=O)NNc1ccc([N+](=O)[O-])cc1 the results were LYPLA1 inh 0, LYPLA2 counter -5, PME-1 primary -2, PAFAH1B3 inh 10, PAFAH1B2 inh 3, GSTO1 counter -4, PAD4 FP inh 4, PREPL inhibitor 5 and pPAFAH FP inh -3.
Screening CC1CC(C)CN(S(=O)(=O)N2CCCC(C(=O)NCc3ccccc3Cl)C2)C1 (centres undefined) returned LYPLA1 inh 0, LYPLA2 counter 5, PME-1 primary 10, PAFAH1B3 inh 5, PAFAH1B2 inh 7, GSTO1 counter 2, PAD4 FP inh 4, PREPL inhibitor 6 and pPAFAH FP inh 3.
CCCCC(C(=O)O)C(C)CC(=O)Nc1cccc(C(=O)O)c1 (centres undefined) was read as LYPLA1 inh 0, LYPLA2 counter -1, PME-1 primary -3, PAFAH1B3 inh 3, PAFAH1B2 inh 1, GSTO1 counter 7, PAD4 FP inh 1, PREPL inhibitor -1 and pPAFAH FP inh 4.
Screening COc1cc(NS(=O)(=O)c2csc(C(N)=O)c2)cc(OC)c1 returned LYPLA1 inh 3, LYPLA2 counter 2, PME-1 primary 2, PAFAH1B3 inh 5, PAFAH1B2 inh 2, GSTO1 counter -3, PAD4 FP inh 3, PREPL inhibitor 2 and pPAFAH FP inh 4.
Screening COc1ccc(NC(=O)c2ccc(S(=O)(=O)N3CCOCC3)cc2)c(OC)c1 returned LYPLA1 inh 0, LYPLA2 counter 1, PME-1 primary 3, PAFAH1B3 inh 8, PAFAH1B2 inh -4, GSTO1 counter 3, PAD4 FP inh 2, PREPL inhibitor 9 and pPAFAH FP inh 6.
For Cc1nnc(NC(=O)c2ccc(S(=O)(=O)N3CC(C)CC(C)C3)cc2)o1 (centres undefined) the results were LYPLA1 inh 2, LYPLA2 counter 1, PME-1 primary 3, PAFAH1B3 inh 1, PAFAH1B2 inh 4, GSTO1 counter 7, PAD4 FP inh -5, PREPL inhibitor -1 and pPAFAH FP inh 5.
COc1c(/C=N/NC(=O)[C@H]2C[C@@H]2c2ccccc2)c(CCN(C)C(C)=O)cc2c1OCO2 was read as LYPLA1 inh -3, LYPLA2 counter 0, PME-1 primary 4, PAFAH1B3 inh 4, PAFAH1B2 inh 9, GSTO1 counter -6, PAD4 FP inh -3, PREPL inhibitor 6 and pPAFAH FP inh 4.
CCCCCOc1ccc(C(=O)N(Cc2ccco2)C2CCS(=O)(=O)C2)cc1 (centres undefined) was read as LYPLA1 inh 1, LYPLA2 counter 4, PME-1 primary -1, PAFAH1B3 inh 1, PAFAH1B2 inh 0, GSTO1 counter 0, PAD4 FP inh -2, PREPL inhibitor 3 and pPAFAH FP inh 7.
For CC1CC(=O)N(c2ccc(C(C)C)cc2)C(=O)C1 the results were LYPLA1 inh 1, LYPLA2 counter 4, PME-1 primary 3, PAFAH1B3 inh -4, PAFAH1B2 inh 1, GSTO1 counter 6, PAD4 FP inh -4, PREPL inhibitor 15 and pPAFAH FP inh -2.
For Cc1c(NC(=O)/C(C#N)=C/C2CC=CCC2)c(=O)n(-c2ccccc2)n1C (centres undefined) the results were LYPLA1 inh -5, LYPLA2 counter -7, PME-1 primary -2, PAFAH1B3 inh 24, PAFAH1B2 inh 3, GSTO1 counter 9, PAD4 FP inh -2, PREPL inhibitor -2 and pPAFAH FP inh -3.
Screening O=C(NCc1ccccc1Cl)c1ccccc1CCc1ccccc1 returned LYPLA1 inh -9, LYPLA2 counter -13, PME-1 primary 0, PAFAH1B3 inh 7, PAFAH1B2 inh 2, GSTO1 counter 7, PAD4 FP inh -7, PREPL inhibitor -48 and pPAFAH FP inh -1.
CC(C(=O)Nc1ccccc1)C(=O)Nc1ccccc1 was read as LYPLA1 inh 3, LYPLA2 counter 0, PME-1 primary 4, PAFAH1B3 inh 4, PAFAH1B2 inh 9, GSTO1 counter -4, PAD4 FP inh -1, PREPL inhibitor 9 and pPAFAH FP inh -2.
CC(C)(C)c1ccc(C(=O)N2CCCCCC2=O)cc1 was read as LYPLA1 inh 4, LYPLA2 counter 6, PME-1 primary 1, PAFAH1B3 inh -4, PAFAH1B2 inh -1, GSTO1 counter 4, PAD4 FP inh 1, PREPL inhibitor 12 and pPAFAH FP inh 2.
For COc1ccc(S(=O)CC(=O)Nc2ccc(Cl)cc2Cl)cc1 (centres undefined) the results were LYPLA1 inh -1, LYPLA2 counter -12, PME-1 primary 2, PAFAH1B3 inh -5, PAFAH1B2 inh 7, GSTO1 counter -5, PAD4 FP inh 0, PREPL inhibitor -31 and pPAFAH FP inh -3.
For O=C1C=C(c2cccc(O)c2)CCC1 the results were LYPLA1 inh -2, LYPLA2 counter -6, PME-1 primary 0, PAFAH1B3 inh 13, PAFAH1B2 inh 4, GSTO1 counter 3, PAD4 FP inh -6, PREPL inhibitor 0 and pPAFAH FP inh 3.
For COC(=O)c1sccc1-n1cccc1C(=O)C(=O)N1CC(C)OC(C)C1 (centres undefined) the results were LYPLA1 inh -2, LYPLA2 counter -2, PME-1 primary -3, PAFAH1B3 inh 7, PAFAH1B2 inh 1, GSTO1 counter -2, PAD4 FP inh -6, PREPL inhibitor 12 and pPAFAH FP inh -4.
Screening Cn1c(=O)[nH]c(=O)c2c1nc(CN1CCN(c3ccccc3F)CC1)n2CC(N)=O returned LYPLA1 inh -5, LYPLA2 counter -2, PME-1 primary 0, PAFAH1B3 inh 9, PAFAH1B2 inh 3, GSTO1 counter 12, PAD4 FP inh 4, PREPL inhibitor 9 and pPAFAH FP inh -1.
For O=S(=O)(Nc1ccc2c(c1)OCCO2)c1c(F)cccc1F the results were LYPLA1 inh -1, LYPLA2 counter -5, PME-1 primary 3, PAFAH1B3 inh 2, PAFAH1B2 inh 1, GSTO1 counter 2, PAD4 FP inh -3, PREPL inhibitor -6 and pPAFAH FP inh 4.
O=C(Cn1cccc1C(=O)c1ccccc1)NCc1ccco1 was read as LYPLA1 inh -3, LYPLA2 counter -3, PME-1 primary 1, PAFAH1B3 inh 7, PAFAH1B2 inh 2, GSTO1 counter 2, PAD4 FP inh -1, PREPL inhibitor 13 and pPAFAH FP inh 2.
`O=C(N/N=C/c1cccn1-c1ccc([N+](=O)[O-])cc1)c1cccnc1` gave LYPLA1 inh 1, LYPLA2 counter 0, PME-1 primary 2, PAFAH1B3 inh 6, PAFAH1B2 inh 3, GSTO1 counter 7, PAD4 FP inh 2, PREPL inhibitor 11 and pPAFAH FP inh 15.
`COCCN(C(=O)COC(=O)c1ccc(Cl)s1)c1c(N)n(Cc2ccccc2)c(=O)[nH]c1=O` gave LYPLA1 inh 0, LYPLA2 counter 3, PME-1 primary -5, PAFAH1B3 inh 6, PAFAH1B2 inh 6, GSTO1 counter 8, PAD4 FP inh -1, PREPL inhibitor -4 and pPAFAH FP inh 8.
COCCNC(=O)/C(C#N)=C/c1c(F)cccc1Cl was read as LYPLA1 inh 1, LYPLA2 counter -6, PME-1 primary -4, PAFAH1B3 inh 5, PAFAH1B2 inh 2, GSTO1 counter -2, PAD4 FP inh -5, PREPL inhibitor -1 and pPAFAH FP inh 5.
Screening O=C(O)CC(NC(=O)COc1ccccc1)c1cccc([N+](=O)[O-])c1 (centres undefined) returned LYPLA1 inh 1, LYPLA2 counter -1, PME-1 primary 0, GSTO1 counter 11, PAD4 FP inh -4, PREPL inhibitor -16 and pPAFAH FP inh -4.
For Cc1ccc(NC(=O)Cc2ccc(Cl)cc2)cc1S(=O)(=O)N1CCCCCC1 the results were LYPLA1 inh -25, LYPLA2 counter -44, PME-1 primary -39, PAFAH1B3 inh -11, PAFAH1B2 inh -3, PAD4 FP inh -1, PREPL inhibitor 33 and pPAFAH FP inh -3.
